SENP1 FRET inh: blocks the human SENP1 SUMO protease catalytic domain. recombinant SENP1 catalytic domain, CyPet-SUMO1-YPet FRET cleavage. inhibition, % at 10 µM. 360,000 compounds, 0.21% hits;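 active = inhibition at least 30% at 10 µM, raw YFP signal under a set limit, fluorescence ratio 0.5 to 1.5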;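 note: 0% = enzyme with DMSO and 100% = no enzyme wells; some results filed as inactive read as strong as hits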
Target sequence (Q9P0U3 419-644 limits assumed): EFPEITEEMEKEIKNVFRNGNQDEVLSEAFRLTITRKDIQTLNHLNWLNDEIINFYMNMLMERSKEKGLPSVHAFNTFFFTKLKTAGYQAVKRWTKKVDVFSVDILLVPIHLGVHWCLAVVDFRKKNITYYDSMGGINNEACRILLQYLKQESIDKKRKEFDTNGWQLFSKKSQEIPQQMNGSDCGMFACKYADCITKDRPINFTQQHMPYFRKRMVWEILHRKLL
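material = recombinant human SENP1 catalytic domain, His6-tagged | quantity = 20 pM enzyme | reagent = 25 nM SUMO1 FRET substrate | compound dosing = 10 µM single point, 0.5% DMSO | timing = 50 min enzyme reaction, room temperature, light-protected | detection = FRET, CFP and YFP emission | control set = no-enzyme low, enzyme-DMSO high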
Apaf-1 inh: blocks human Apaf-1 apoptosome activity; O14727; reconstituted apoptosome caspase-3 activity, DEVD-Rh110 fluorescence; inhibition, % at 20 µM; 330,000 compounds, 0.71% hits; AID 489030; active = inhibition of at least 40% at 20 µM;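 note: plate controls were DMSO wells for no effect and DEVD-CHO caspase inhibitor wells for full effect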
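System: reconstituted apoptosome with Apaf-1, cytochrome c, caspase-9, procaspase-3, dATP; Signal: Rh110 fluorescence intensity; Schedule: 30 min compound preincubation, 50 min activation, room temperature; Reagent: cytochrome c trigger plus (Z-DEVD)2-Rh110 caspase-3 substrate.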
SENP7 block: blocks the human protease SENP7; recombinant SENP7, Z-RLRGG-aminoluciferin luminescence, 40 min; inhibition, % at 5 µM; 330,000 compounds, 1.5% hits;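 active = inhibition above about 50% at the single test dose, limit read from the data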;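 note: plate controls were DMSO with enzyme for no effect and no enzyme buffer wells for full effect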
HKDC1 inhibitor: inhibitors of human hexokinase HKDC1 | recombinant HKDC1, G6PDH/diaphorase resazurin coupled fluorescence | Q2TB90 | 340,000 compounds, 0.16% hits | inhibition, % at 20 µM;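 active = inhibition above about 35% when tested at 20 µM, limit read from the data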;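 note: plate controls were DMSO wells with enzyme for no effect and DMSO wells lacking enzyme for full effect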
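Test system: HK5 enzyme. Quantity: 5 µg/mL HK5 final. Reagent: glucose and ATP substrates. Schedule: 90 min reaction incubation at room temperature, dark. Technique: resazurin-to-resorufin fluorescence via G6PDH and diaphorase coupling, 525/613 nm. Control set: DMSO wells with and without enzyme mix.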
SENP8 block-1: blocks human SENP8 cleavage of Nedd8 substrate; Q96LD8; recombinant SENP8, Nedd8 substrate fluorescence; inhibition, % at 20 µM; 360,000 compounds, 0.64% hits; AID 602440; in the data active = inhibition mostly above about 40%, no sharp cut-off; inactive = mostly below about 27%
Target sequence (Q96LD8 whole entry, looked up): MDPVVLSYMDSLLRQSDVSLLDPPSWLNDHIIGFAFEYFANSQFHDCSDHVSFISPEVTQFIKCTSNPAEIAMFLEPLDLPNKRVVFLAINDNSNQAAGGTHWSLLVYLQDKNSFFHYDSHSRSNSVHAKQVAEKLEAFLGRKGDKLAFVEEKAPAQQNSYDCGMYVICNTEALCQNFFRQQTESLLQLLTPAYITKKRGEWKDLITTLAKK
SENP6 block: inhibitors of human SENP6 protease. AID 2599. 330,000 compounds, 1.8% hits. inhibition, % at 10 µM. Recombinant SENP6 catalytic domain, aminoluciferin luminescence;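 active = inhibition above about 50% at the single tested dose, limit read from the data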;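 note: plate controls were DMSO wells with enzyme for no effect and DMSO wells lacking enzyme for full effect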
Target sequence (Q9GZR1 628-1112 limits assumed): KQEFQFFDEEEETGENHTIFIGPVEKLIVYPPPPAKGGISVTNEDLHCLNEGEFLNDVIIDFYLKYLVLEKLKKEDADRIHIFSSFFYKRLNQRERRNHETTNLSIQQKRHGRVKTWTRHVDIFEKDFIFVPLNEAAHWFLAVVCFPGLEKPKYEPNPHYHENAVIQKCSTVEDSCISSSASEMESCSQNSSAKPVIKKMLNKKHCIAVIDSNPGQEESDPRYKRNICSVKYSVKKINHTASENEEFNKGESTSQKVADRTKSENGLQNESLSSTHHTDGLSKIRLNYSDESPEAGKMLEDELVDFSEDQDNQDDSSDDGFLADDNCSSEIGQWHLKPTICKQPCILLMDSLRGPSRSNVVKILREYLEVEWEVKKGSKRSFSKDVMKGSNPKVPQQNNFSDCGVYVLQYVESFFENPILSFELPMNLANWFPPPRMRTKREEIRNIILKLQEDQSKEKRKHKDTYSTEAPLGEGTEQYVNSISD
PfG6PD inh: PfG6PD (Plasmodium falciparum) enzyme inhibition | inhibition, % at 20 µM | 350,000 compounds, 0.78% hits | PfGluPho enzyme, NADPH resazurin-diaphorase fluorescence;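 active = inhibition reaching at least a set limit at 20 µM in the primary screen, cut at about 59% in these data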;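 note: 0% = DMSO wells with substrate and 100% = DMSO wells lacking glucose-6-phosphate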
SENP8 block-2: SENP8 protease inhibition; Q96LD8; purified SENP8, Z-RLRGG-aminoluciferin cleavage, luminescence; inhibition, % at 10 µM; 330,000 compounds, 1.2% hits; AID 2540; in the data active = inhibition above about 50%
* marks the source's active call; other numbers are inactive results; . = not tested or not shown.

SMILES,SENP1 FRET inh,Apaf-1 inh,SENP7 block,HKDC1 inhibitor,SENP8 block-1,SENP6 block,PfG6PD inh,SENP8 block-2
Cc1nn(-c2cccc3cccnc23)c(=O)c2ccccc12,3,-5,8,0,24,-6,-3,-4
O=C(NCCN1CCOCC1)c1cc(-c2ccccc2Cl)on1,0,-8,-9,1,2,-12,1,6
O=C(Cn1nnc(-c2ccccc2Cl)n1)N1CCN(S(=O)(=O)c2ccc(Cl)cc2)CC1,0,8,-2,5,16,-2,-4,0
Cc1nn(-c2nc3ccccc3n2Cc2ccccc2)c2c1C(=O)CC(C)(C)C2,-1,13,1,5,-15,0,-18,-4
CCOCCCNS(=O)(=O)c1ccc(Br)cc1,2,1,-2,0,12,0,-24,-3
CC(C)(C)c1ccc(C(=O)NCCC(=O)Nc2cc(Cl)ccc2N2CCOCC2)cc1,0,33,4,1,-3,13,17,-8
COC(=O)c1ccc(CNC(=O)COc2ccccc2Br)o1,0,-5,0,-5,7,-5,-4,-1
Cc1cc(C(C2C(=O)CC(C)(C)CC2=O)C2C(=O)CC(C)(C)CC2=O)cc(C)c1OC(F)F,2,9,-2,-1,13,-20,5,-2
Cc1cc(CNC(=O)c2cc(-c3ccccc3)nc3ccccc23)nn1C,0,-10,4,3,-21,21,0,1
NC(=O)CC(NC(=O)c1cccc(Br)c1)c1ccc(NC2CCC2)c([N+](=O)[O-])c1 (stereo unspecified),3,0,-4,1,11,-7,-2,6
Cc1c(S(=O)(=O)NCc2ccccc2)c(=O)n(C)c(=O)n1C,0,-17,-4,-3,12,-10,3,-6
O=C(Cc1nc(=O)c2ccccc2s1)Nc1ccccc1,-11,6,92*,-6,-137,46,-8,2
COc1cc2cnc(Cl)nc2cc1OC,-6,.,.,1,-60,.,31,.
OC(c1ccccn1)C(O)c1ccccn1 (stereo unspecified),1,.,.,-5,11,.,4,.
CCCCC/C=C\C[C@H](O)/C=C/c1cccc(C[C@H](O)CCCCO)n1,-18,27,-6,-5,-21,-18,17,-1
COc1cccc(-c2nc(-c3ccccn3)no2)c1OC,9,12,3,-4,-23,-10,-5,-3
CC(Sc1nnc(-c2ccncc2)n1C)C(=O)Nc1ccc(N2CCOCC2)cc1 (stereo unspecified),0,0,7,-5,9,16,0,-4
COC(=O)c1ccc(/C=C/c2c(-c3ccc(OC)cc3)sc3ccccc23)cc1,-10,8,3,4,-498,17,-13,-3
COc1ccc(N2CCN(S(=O)(=O)c3c(C)[nH]c(C)c3C(=O)N3CCCCC3)CC2)cc1,2,1,6,-4,2,-9,-7,-6
Cn1c(CN2CCOCC2)nnc1SCc1cccc(F)c1,2,-13,6,-10,6,-13,0,-2
Cc1ccccc1NC(=O)Cn1nnc2c(cnn2-c2ccc(F)cc2)c1=O,-9,8,-9,-1,-78,-22,-26,-11
CN(CC(=O)Nc1ccc(Cl)cc1)C(=O)c1cccc(S(=O)(=O)N2CCN(Cc3ccccc3)CC2)c1,4,22,2,6,32,-6,-2,9
Cc1ccc(CC(=O)N2CCN(c3ccccc3F)CC2)cc1,0,6,-7,-13,15,-8,0,7
CCOC(=O)C1=C(C)OC(N)=C(C#N)C1C1CCCCC1 (stereo unspecified),1,5,3,0,10,5,-19,0
CCOC(=O)Cc1nc(-c2cccc(C(F)(F)F)c2)no1,0,10,4,-6,15,-7,9,0
CCn1c(C(C)NS(=O)(=O)c2ccc(Cl)cc2)n[nH]c1=S (stereo unspecified),1,-7,5,-2,4,-16,31,-4
COc1ccc(C(=O)Nc2nnc(SCC(=O)NCc3ccco3)s2)c(OC)c1,-1,-3,52*,4,-67,57*,12,20
CC(=O)c1ccc(NC(=O)Nc2ccc(Br)cc2C)cc1,1,10,6,-6,8,-7,-12,-5
CC(O)CSc1nc2c(c(=O)[nH]c(=O)n2C)n1Cc1ccccc1 (stereo unspecified),2,1,0,1,19,-37,-13,-8
CN(C)C(=O)c1ccc(Nc2nc(-c3cccs3)nc3ccccc23)cc1,0,20,-9,2,-299,-22,13,3

Record cards, as listed above. Screens in order: SENP1 FRET inh, Apaf-1 inh, SENP7 block, HKDC1 inhibitor, SENP8 block-1, SENP6 block, PfG6PD inh, SENP8 block-2
CN(C)C(=O)c1ccc(Nc2nc(-c3cccs3)nc3ccccc23)cc1 across the screens: 0, 20, -9, 2, -299, -22, 13, 3
COC(=O)c1ccc(/C=C/c2c(-c3ccc(OC)cc3)sc3ccccc23)cc1 across the screens: -10, 8, 3, 4, -498, 17, -13, -3

Other records follow.
SMILES,SENP1 FRET inh,Apaf-1 inh,SENP7 block,HKDC1 inhibitor,SENP8 block-1,SENP6 block,PfG6PD inh,SENP8 block-2
CC(C)Cn1c(N)c(C(=O)COC(=O)c2cnccn2)c(=O)n(C)c1=O,-13,9,6,-1,-64,-22,-3,-12
CSc1ncc(Cl)c(C(=O)Nc2cccc3ccccc23)n1,1,-4,-2,-1,4,-8,11,-1
CCCn1c(SCC(=O)N2N=C3/C(=C/c4ccc(OC)cc4)CCCC3C2c2ccc(OC)cc2)n[nH]c1=O (stereo unspecified),0,34,6,-4,-89,-3,22,-5
O=C(NCc1ccc(Cl)cc1)c1cc(-c2ccco2)on1,-1,-18,5,-1,3,2,-11,-4
COc1ccc(OCCCN2CCc3ccccc3C2)cc1,0,-12,-1,-5,20,-12,-7,-10
O=C(COC(=O)CSc1ccc2ccccc2c1)Nc1ccccc1OC(F)F,3,1,5,-3,9,0,-6,0
O=C(CSc1nnc(Cn2cnc3ccccc32)o1)Nc1cccc2ccccc12,-1,-3,-4,4,18,8,-8,-7
Cc1ccc(C)c(NC(=O)CN(C)C(=O)c2nn(C)c(=O)c3ccccc23)c1,0,-1,-3,3,-2,8,-13,-8
CCOc1cc(CNCCc2ccc(S(N)(=O)=O)cc2)cc(Cl)c1OCc1ccccc1,2,2,-13,12,0,-10,10,-16
CCOC(=O)C1(Cc2ccc(OC)cc2)CCN(C(=O)c2cc(C)nn2C)CC1,1,7,-7,-4,6,-4,-5,-10
COc1ccc2[nH]cc(CCNC(=O)CCC3CCCCC3)c2c1,-1,23,-13,7,-17,12,1,-7
COc1ccc(N2CCN(C(=O)c3ccc4c(c3)CCN4S(=O)(=O)c3ccccc3)CC2)cc1,1,19,5,-2,20,-4,11,-6
NC(=O)c1nsc(C(=O)N(c2cccc(F)c2)C(C(=O)NCC2CCCO2)c2ccc3ncccc3c2)c1N (stereo unspecified),-45,2,10,7,-288,12,-9,-2
Cc1ccc2cn[nH]c2c1N,-5,-4,8,9,-15,9,25,2
Cc1nc2c(ccc3nc(NC(=O)C(c4ccccc4)c4ccccc4)sc32)s1,-1,10,14,0,9,-18,-16,-8

Some entries already given with just PfG6PD inh:
| smiles | PfG6PD inh |
| --- | --- |
| CC(C)Cn1c(N)c(C(=O)COC(=O)c2cnccn2)c(=O)n(C)c1=O | -3 |
| CCOC(=O)C1(Cc2ccc(OC)cc2)CCN(C(=O)c2cc(C)nn2C)CC1 | -5 |
| COc1ccc(N2CCN(C(=O)c3ccc4c(c3)CCN4S(=O)(=O)c3ccccc3)CC2)cc1 | 11 |
| Cc1cc(CNC(=O)c2cc(-c3ccccc3)nc3ccccc23)nn1C | 0 |

Next part:
SMILES,SENP1 FRET inh,Apaf-1 inh,SENP7 block,HKDC1 inhibitor,SENP8 block-1,SENP6 block,PfG6PD inh,SENP8 block-2
COc1ccc(Cl)cc1C(=O)NNC(=O)COC(=O)CC(NC(C)=O)c1ccccc1 (stereo unspecified),3,1,14,-4,-10,-9,-16,-15
CC(O)[C@H]1CNC(=O)C(=O)N1CC1CCCCC1 (stereo partly specified),-1,-2,3,-2,8,-9,-3,5
CCOc1ccc(C2=Nn3c(nnc3-c3ccco3)SC2)cc1,0,14,-14,-8,3,-13,-1,-16
COc1cc2c(cc1OC)/C(=C/C(=O)c1ccc(F)cc1)NCC2,-77,6,-1,-1,-42,-14,5,-2
Cc1cc(C(=O)N/N=C/c2ccc(N3CCOCC3)cc2)c(C)o1,34*,-6,86*,1,-420,84*,-7,85*
CC1CCN(c2ccccc2NC(=O)c2ccc(N3CCOCC3)c([N+](=O)[O-])c2)CC1,-2,-7,-4,15,15,15,-1,1
NC(=O)NOCc1ccc(Cl)cc1Cl,2,10,-5,-8,2,-34,-3,-8
CCCCn1cnc2c(SCc3ccccc3Cl)nc(N)nc21,-1,.,.,0,0,.,41,.
COc1cc(NC(=O)CN2C(=O)C(=O)N(C3CCCC3)C2=O)cc(OC)c1,1,4,-4,-1,3,17,-5,8
O=C(Nc1nnc(C2CC2)s1)C1COc2ccccc2O1 (stereo unspecified),2,6,20,-10,3,18,-15,10
Cc1nc2ccc(NC(=O)CSc3nnc(C)s3)cc2[nH]1,-1,-5,3,-4,6,-10,-1,-2
CC(=O)N1N=C(c2cccs2)CC1c1ccc(C)o1 (stereo unspecified),-2,3,-3,-11,-131,11,-9,3
COc1ccccc1CNc1cncnc1,-14,10,-5,-9,-132,7,18,5
CCOC(=O)Nc1cccc(C(=O)O)c1,1,2,55*,-6,5,61*,-7,35
C/C(=N\NC(=S)Nc1ccc(C(C)C)cc1)c1ccc2c(c1)OCO2,5,-14,-6,-1,2,-27,6,1
COc1cc(C)nc(N2CCCC(C(=O)Nc3cccc(Cl)c3Cl)C2)n1 (stereo unspecified),4,8,8,1,14,9,6,2
Cc1cc(Cn2nc(C(=O)NCc3cccc(Br)c3)cc2-c2ccccc2)on1,1,24,-6,-2,14,-11,18,2
Cc1cnc(-c2nnc(N(C)C(=O)c3cccnc3)s2)cn1,-1,5,-5,-3,-43,-16,19,-10
C/C=C/Cn1c(Br)nc2c1c(=O)n(C)c(=O)n2C,0,-9,4,-10,-2,-16,6,5
CC(C)Cc1ccc(CN2CCCC(NC(=O)CCCN3CCCC3=O)C2)cc1 (stereo unspecified),0,16,-23,-6,23,-27,1,-11
Cc1ccc(C)c(NC(=O)Cn2nnc(C(=O)Nc3c(C)cccc3C)c2N)c1,3,4,0,-1,8,-9,6,5
O=S(=O)(c1cccc(NC(=S)N2CCN(c3ccccc3)CC2)c1)C(F)F,0,14,2,-9,9,11,34,2
C#Cc1cccc(NC(=O)c2ccc(Cl)cc2Cl)c1,0,12,74*,0,11,73*,14,62*
CN1CCN(C(=O)/C(=C\c2cccnc2)NC(=O)c2cccc(Br)c2)CC1,-1,-23,5,1,6,5,-3,1
Clc1ccccc1C1=CC(c2ccco2)n2ncnc2N1 (stereo unspecified),-32,8,3,-2,-430,9,10,-2
CCOc1ccc2ccccc2c1CNCCc1ccc(S(N)(=O)=O)cc1,1,2,3,0,16,8,2,2
NC(=O)c1ccc(NC(=O)COC(=O)c2cc3ccccc3cc2O)cc1,-4,-13,-2,0,-141,1,-23,-4
C/C(=N\NC(=S)NC1CCCCC1)c1ccccc1,2,11,9,-6,21,-15,-9,6
Cc1ccc(Cl)cc1-c1ccc(/C=N/n2cnnc2)o1,0,16,6,-7,-395,-10,5,-6
Brc1ccc2ncnc(NCc3ccccc3)c2c1,4,8,20,0,19,2,34,-6
CCOc1ccccc1NC(=O)COC(=O)CN1C(=O)NC(C)(C)C1=O,-1,9,-7,-9,-2,-19,7,-19
Cc1ccc(S(=O)(=O)NCC(c2ccccc2)N2CCN(c3ccc(F)cc3)CC2)cc1 (stereo unspecified),0,22,5,1,6,6,13,-4

Assay outcomes: PubChem BioAssay, Sanford-Burnham Center for Chemical Genomics

Not a hit list; overall some 3.6% were active at least once.
